UPR XBP1 act: adaptive UPR (XBP1) activation. CHO-XBP1 luciferase reporter, IRE1-XBP1 UPR activation, luminescence; percent of tunicamycin response, DMSO as zero. activation, % at 20 µM. 0.33% of 330,000 active;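 active = versus positive control, 20 µM dose yields 30% or more activation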;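 note: 100% = tunicamycin at 10 µg/mL and 0% = DMSO only wells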
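incubation = overnight seeding at 37 °C, 6 h compound treatment at 37 °C | assay system = CHO-XBP1 cells stably carrying IRE1-XBP1-driven luciferase reporter | input = 1000 cells per well | detection = luciferase luminescence | dosing = single point, 20 µM final compound, 1% DMSO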
CXCR6 inh: CXCR6 (human) receptor inhibition; inhibition, % at 20 µM; CHO-K1 PathHunter CXCR6 beta-arrestin, luminescence; 0.36% of 360,000 active; O00574; in the data active = inhibition above about 34%, passing the limit was not always enough;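 note: antagonist mode with CXCL16 agonist at 10 nM final; 0% = 10 nM CXCL16 with DMSO and 100% = unstimulated wells without agonist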
Target sequence (O00574 whole entry, looked up): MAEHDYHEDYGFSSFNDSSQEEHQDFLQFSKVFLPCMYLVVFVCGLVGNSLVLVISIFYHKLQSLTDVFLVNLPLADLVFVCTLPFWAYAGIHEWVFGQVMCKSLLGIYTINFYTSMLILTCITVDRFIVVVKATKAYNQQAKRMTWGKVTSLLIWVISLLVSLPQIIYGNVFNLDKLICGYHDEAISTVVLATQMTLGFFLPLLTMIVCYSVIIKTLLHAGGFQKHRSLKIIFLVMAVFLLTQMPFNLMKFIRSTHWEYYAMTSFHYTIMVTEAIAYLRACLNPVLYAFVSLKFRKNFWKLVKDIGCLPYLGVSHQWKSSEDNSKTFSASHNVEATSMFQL
697 NFkB inh: inhibitors of the PMA/ionomycin-induced NF-kB reporter in 697 B cells. inhibition, % at 4 µM. 697 B-cell NF-kB luciferase reporter, 16 h. 0.33% of 330,000 active; in the data active = inhibition above about 35%
Gli-Sufu antag: blocks Gli-Sufu signaling in a luciferase reporter | Sufu-KO-LIGHT fibroblasts, Gli luciferase reporter luminescence | inhibition, % at 5 µM | 0.74% of 340,000 active | AID 588413;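 active = inhibition above about 55%, limit read from the data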;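 note: 0% = DMSO-treated cells and 100% = wells with medium but no cells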
CCR6 antag: antagonists of human CCR6 receptor; P51684; CHO-K1 CCR6 PathHunter beta-arrestin, luminescence, CCL20-stimulated; inhibition, % at 20 µM; 0.49% of 340,000 active;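 active = compounds whose inhibition of the agonist-driven luminescence signal at 20 µM reaches about 50%, limit read from the data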;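 note: cells stimulated with CCL20 at 14 nM final; plate controls were DMSO with CCL20 for no effect and DMSO without agonist for full effect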
Target sequence (P51684 whole entry, looked up): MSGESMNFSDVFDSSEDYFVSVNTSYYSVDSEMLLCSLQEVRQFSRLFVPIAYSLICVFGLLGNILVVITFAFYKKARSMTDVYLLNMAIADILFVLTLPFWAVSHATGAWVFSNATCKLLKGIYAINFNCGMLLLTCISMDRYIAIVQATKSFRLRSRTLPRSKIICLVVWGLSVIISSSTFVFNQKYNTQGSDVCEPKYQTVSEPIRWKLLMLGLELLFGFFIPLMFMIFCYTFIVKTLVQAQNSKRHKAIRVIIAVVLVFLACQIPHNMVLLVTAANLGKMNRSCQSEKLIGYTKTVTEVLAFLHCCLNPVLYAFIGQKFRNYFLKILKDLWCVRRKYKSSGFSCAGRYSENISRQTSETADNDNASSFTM
Jurkat NFkB inh: lowers PMA/ionomycin-induced NF-kB signal in Jurkat cells | PMA/ionomycin-induced NF-kB luciferase reporter, luminescence | inhibition, % at 4 µM | 0.53% of 330,000 active | AID 435003; in the data active = inhibition above about 50%
Mdm2 MdmX PPI: inhibitors of human Mdm2/MdmX interaction; O15151+Q00987; SaOS-2 split-luciferase Mdm2/MdmX complementation, luminescence; inhibition, % at 8 µM; 3% of 330,000 active; AID 485346;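 active = inhibition of at least 50% at 8 µM in the primary screen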
UPR CHOP act: apoptotic UPR (CHOP) activation; activation, % at 10 µM; CHO-CHOP luciferase reporter, luminescence; percent of tunicamycin response over DMSO baseline; 0.34% of 330,000 active; AID 449763;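 active = at 10 µM dose, activation of 40% or more, normalized to positive control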;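 note: 100% = tunicamycin at 10 µg/mL and 0% = DMSO alone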
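assay system = CHO CHOP reporter cells | amount = 500 CHO-CHOP cells per well | buffer or medium = F12 with 10% FBS | incubation = 16-18 h cell attachment, then 6 h compound exposure, 37 °C | detection = luminescence read with Steady-Glo | read-out = percent activation relative to tunicamycin control | controls = tunicamycin high control, DMSO low control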
EBI2 antag: blocks human EBI2 receptor beta-arrestin signaling. P32249. EBI2 beta-arrestin recruitment, luminescence, 7a,25-OHC stimulated. inhibition, % at 5 µM. 0.81% of 360,000 active; in the data active = inhibition above about 38%;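 note: enzyme fragment complementation signal reports receptor beta-arrestin coupling in cells; 0% = agonist plus DMSO wells and 100% = wells without agonist; some results beyond the cut were filed as inactive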
Target sequence (P32249 whole entry, looked up, the tested form may be a part): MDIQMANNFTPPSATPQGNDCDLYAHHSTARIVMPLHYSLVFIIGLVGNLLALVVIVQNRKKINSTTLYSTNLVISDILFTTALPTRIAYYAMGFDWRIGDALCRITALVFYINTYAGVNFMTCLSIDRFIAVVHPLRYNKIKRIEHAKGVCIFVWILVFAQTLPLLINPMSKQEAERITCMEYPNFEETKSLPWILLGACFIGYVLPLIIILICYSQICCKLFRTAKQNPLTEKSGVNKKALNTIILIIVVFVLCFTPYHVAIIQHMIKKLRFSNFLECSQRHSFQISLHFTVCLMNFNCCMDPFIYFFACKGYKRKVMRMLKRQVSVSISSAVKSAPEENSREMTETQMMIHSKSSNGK
* marks the source's active call; other numbers are inactive results; . = no result given.

SMILES	UPR XBP1 act	CXCR6 inh	697 NFkB inh	Gli-Sufu antag	CCR6 antag	Jurkat NFkB inh	Mdm2 MdmX PPI	UPR CHOP act	EBI2 antag
COc1cc(/C=C/C(C)=O)cc(OC)c1OC	-4	0	-9	-2	5	-13	-14	1.5	-5
CC(C)(C)c1cc(NS(=O)(=O)c2ccc3c(c2)OCCO3)on1	1	-1	-11	4	0	-4	13	-1.1	-14
Cc1cn(C2CC(O)C(CO)O2)c(=O)n(CCCc2ccccc2)c1=O (stereo unspecified)	.	0	.	-5	0	.	.	.	-7
O=C(NCc1n[nH]c(=S)n1-c1cccc(C(F)(F)F)c1)c1ccc(S(=O)(=O)N2CCCCC2)cc1	-2	-1	-20	5	-9	4	-33	-0.5	-3
Cc1c(C(=O)Oc2cccc3ccccc23)cnn1-c1ccccc1	0	-1	-33	-27	4	-17	37	4.2	31*
CC(C(=O)NC(c1ccccc1)c1ccccc1)N1CCOCC1 (stereo unspecified)	0	4	5	23	-3	20	3	3.6	-2
CC(C)Cn1c(=S)[nH]c2ccccc2c1=O	2	10	-13	0	-5	-7	7	2.2	9
CCOC(=O)c1cc(-c2ccc(OC)cc2)n(CCC(=O)NCCN2CCC(C)CC2)c1C	1	3	-7	26	9	-3	16	-1.4	-4
O=C(Nc1cccc(F)c1)N1CC=C(n2c(=O)[nH]c3ccccc32)CC1	-5	-10	-5	-114	-21	-21	12	-1.3	-11
Cc1cc(Cl)c2oc(C(=O)N(C)CCCCN3CCOCC3)c(C)c2c1	-5	-2	-21	25	-4	-2	5	1.7	-1
CCOC1(c2ccccc2)OC(=O)c2ccccc21 (stereo unspecified)	1	-5	-25	-4	-6	-4	4	0.8	1
O=Cc1cnc(N2CCN(Cc3ccccc3)CC2)s1	2	-6	9	-15	-18	0	7	-1.2	2
CCOc1ccc(NC(=O)CN2CCN(CC(=O)Nc3ccc4c(c3)OCCO4)CC2)cc1	1	-3	-13	2	0	5	30	-1.3	-6
CC(CO)N1CCS(=O)(=O)CC1 (stereo unspecified)	0	-8	0	4	-4	0	-5	0.1	-5
Cc1ccc(C)c(Oc2cc(NN3CCCCC3)c([N+](=O)[O-])cc2[N+](=O)[O-])c1	0	3	16	4	-5	-5	32	-0.3	21
CCOC(=O)c1ccc(S(=O)(=O)N2CCN(c3ccccn3)CC2)cc1	-2	-3	-1	39	8	14	10	1.4	-1
COc1ccc(C)cc1NC(=O)CCS(=O)(=O)c1cccc2nonc12	-1	5	5	4	7	-9	11	1.0	-6
COc1ccc(C(=O)/C=C/c2ccc(OCc3ccccc3)cc2)cc1CSCC(=O)O	-5	4	3	5	9	-20	5	0.7	-8
COc1cccc(NC(=O)CN(C)C(=O)Cc2ccc3c(c2)OCCO3)c1	-2	-8	16	-12	3	1	31	-0.2	-7
Cc1cc(/C=N/NC(=O)c2ccccn2)c(C)n1-c1cccc([N+](=O)[O-])c1	1	-12	-1	-21	-15	18	12	3.4	-51
Cc1ccc(C)c2[nH]c(=O)c(CN(Cc3cccnc3)C(=S)NCc3ccco3)cc12	-3	-4	-1	0	20	-4	-35	-0.5	-2
O=C(/C=C/c1cccc(Cl)c1)NCc1ccncc1	-1	0	6	3	12	-6	28	3.4	-6
CCCCCCCNC(=O)CN1N=C(c2ccc(C)cc2)CCC1=O	-2	9	1	-1	2	-3	-2	2.1	6
Cc1ccc(NC2Sc3ccccc3NC2=O)cc1 (stereo unspecified)	-6	-12	-109	-24	-2	-149	-84	0.2	32
CC(=O)Oc1ccc(C(=O)[C@H]2[C@H]3C(=O)N(c4ccc(C)cc4)C(=O)[C@H]3[C@@H]3C=CC=NN32)cc1	-1	10	-15	-3	26	-3	-18	0.6	-6
CC(C)c1nc2sc3c(=O)n(N)cnc3c2c2c1COC(C)(C)C2	2	-2	2	-8	7	-4	22	-0.2	7
CCOC(=O)C1(CC2CCCCO2)CCN(C(=O)NCc2ccccc2)CC1 (stereo unspecified)	-4	-6	4	1	1	-10	9	0.3	12
COc1ccc(/C=N/NC(=O)c2cc(C)n(-c3ccccc3)c2C)cc1OC	7	-3	8	0	7	1	24	3.5	10
O=S(=O)(NCCC1=CCCCC1)c1cccc(S(=O)(=O)N2CCOCC2)c1	-1	-8	-7	-16	7	12	-15	-3.1	-3
CC[C@H](CO)Oc1cc(NCc2ccc(Cl)c(Cl)c2)c2ncn(C(C)C)c2c1	-1	10	5	21	35	-3	22	3.2	28
Clc1ccc(C2=NCCN2)cc1	0	0	19	4	2	-1	2	0.2	-2
CCCn1c(C)cc(/C=C(\C#N)C(=O)OCC(=O)NC(=O)NC(C)(C)C)c1C	4	6	-15	20	22	12	-12	4.2	5
CC(=O)c1ccc(NC(=O)COC(=O)CCC(=O)c2cccs2)cc1	.	-11	.	2	-6	.	.	.	-15
Cc1ccnc(NC(=O)CCC(=O)N(CC(=O)NCc2ccc(F)cc2)CC2CCCO2)c1 (stereo unspecified)	-2	0	13	-10	2	10	11	-0.2	-6
Clc1ccc(CNc2ccc3nnc(-c4ccccc4)n3n2)cc1	-1	5	-4	-9	14	6	55*	1.7	21
NS(=O)(=O)c1ccc(CCn2c(=S)[nH]c3ccccc3c2=O)cc1	-4	-16	17	-3	-7	2	-3	-0.2	-4
CCN(CC)C(=O)[C@H]1CC(CC(=O)NCc2cccc(C(F)(F)F)c2)C(=O)N2CCc3c([nH]c4ccccc34)[C@]12C (stereo partly specified)	0	-2	0	-4	12	2	33	4.4	5
O=C(/C=C/c1ccccc1)NCCc1ccccc1	7	-3	-54	-67	13	-98	-43	5.5	9
O=c1cnn(Cc2c(Cl)cccc2Cl)c2ccccc12	-4	2	13	-6	9	-3	3	1.8	-1
CCCNC(=O)COC(=O)c1cccnc1Nc1ccccc1F	1	-4	6	-4	-8	1	-1	1.0	-5
O=C(c1ccc([N+](=O)[O-])o1)N1CCN(c2nc3c(Cl)cccc3s2)CC1	-1	-16	4	26	-6	32	56*	14	-12
CCOc1ccc(NC(=O)CN2C(=O)CCSc3ccc(S(=O)(=O)N4CCCC4)cc32)cc1	-3	-9	-2	7	3	-2	21	0.5	-2
COc1ccc(Cn2c(=S)[nH]c3cc(C(=O)N4CCN(c5ccccc5)CC4)ccc3c2=O)cc1	-1	10	2	20	28	5	50	0.1	7
CCc1cccc(NC(=O)Cn2c(=O)c3cccn3c3ccccc32)c1	0	9	6	-6	23	-22	24	0.9	-5
CN1/C(=C\C(=O)C[n+]2cccc(C(N)=O)c2)C(C)(C)c2ccccc21	-1	3	1	0	4	22	5	0.5	7
CCN(CC)c1ccc(/C=N/N2CCN(Cc3ccccc3Cl)CC2)c(O)c1	-1	1	7	8	11	-5	10	2.8	31
CCCCCOC(=O)Cn1c(N2CCCCCC2)nc2c1c(=O)[nH]c(=O)n2C	-1	-4	6	14	4	-3	13	0.6	-2
CN1CCN(C2=C(Cl)C(=O)N(Cc3ccccc3)C2=O)CC1	1	3	-3	-4	1	-10	-20	-2.7	-6
Cc1ccc(-n2ncc3c(N4CCN(c5ccc(F)cc5)CC4)ncnc32)c(C)c1	-2	4	-27	45	12	40	7	4.6	2
O=C(Nc1cccc(C(=O)O)c1)/C(=C\c1ccc2c(c1)OCO2)NC(=O)c1ccc(Br)cc1	-1	0	3	3	16	15	-3	-0.9	-4
COc1ccc(-c2csc(NC(=O)CCN3C(=O)C4CC=CCC4C3=O)n2)cc1OC (stereo unspecified)	1	-5	23	14	-7	-1	26	1.1	-5
Cc1[nH]ccc(=O)c1OCc1c(F)cccc1Cl	3	-4	6	-3	-7	3	-7	-0.3	-12
C=CCn1c(COc2ccc(F)cc2)nnc1SC(C)C(=O)NCC1CCCO1 (stereo unspecified)	-3	-10	8	4	8	0	-14	0.8	11
COc1cccc(CN(CC(=O)NC2CCCC2)C(=O)Cn2nnc(-c3cccs3)n2)c1	1	10	19	7	-11	4	16	1.9	-6
Cc1ccc(S(=O)(=O)N2CCN(C(=O)COC(=O)/C=C/c3ccc(Cl)cc3)CC2)c(C)c1	.	6	.	3	18	.	.	.	39
CC(C)NC(C(=O)Nc1cc(Cl)cc(Cl)c1)c1ccccc1 (stereo unspecified)	7	-52	13	40	8	7	-11	-1.8	-5
O=C(COC(=O)c1cccc(C(F)(F)F)c1)NC(=O)NC1CCCC1	0	5	-1	8	8	-4	-9	-0.4	-19
CSc1cccc(NC(=S)NC(=O)CCc2ccccc2)c1	-1	-17	-16	7	-29	12	33	-0.7	6
COCCNC(=O)C(=O)NNC(=O)CCc1ccccc1	-2	-2	3	0	-1	-6	13	-1.2	1
COc1ccc(/C(C)=N/Nc2nc3ccccc3n3cnnc23)cc1OC	8	.	-13	-18	-7	-8	14	0.6	.

(continued)
SMILES	UPR XBP1 act	CXCR6 inh	697 NFkB inh	Gli-Sufu antag	CCR6 antag	Jurkat NFkB inh	Mdm2 MdmX PPI	UPR CHOP act	EBI2 antag
COc1ccc(C(=O)N/C(=C/c2cccnc2)C(=O)NCc2ccco2)cc1OC	5	10	-8	-18	-1	1	21	1.2	-8
COc1ccc(NC(=S)NNC(=O)c2cccnc2)cc1OC	-3	6	-8	3	-5	15	1	-0.1	-8
C=CCn1c(C)c(C(C)=O)c(N2CCOCC2)nc1=S	-5	2	9	0	16	-8	23	-2.7	-6
O=C1C=C(c2cccc(CO)c2)C[C@@H](c2ccc(Cl)cc2)C1	-2	-2	2	-3	14	-12	12	1.1	37
CCc1ccc(NS(=O)(=O)c2ccc(OC)c(C)c2)cc1	0	3	15	0	1	4	6	-1.3	1
COc1ccc(NC(=S)N2CCC(C(O)(c3ccccc3)c3ccccc3)CC2)cc1	-2	4	-58	27	18	39	-33	2.1	21
CCCN1C(=O)N(c2cccc(C)c2)C(C)(O)CC1(C)C (stereo unspecified)	1	-1	16	2	19	-5	26	-2.8	11
Cc1nnc(SCCN2C(=O)c3ccccc3C2=O)[nH]c1=O	0	3	7	-2	-6	8	6	0.7	2
CC1(C)CC(=O)C(CCC(=O)c2ccccc2)C(C)(C)N1 (stereo unspecified)	1	-3	10	0	-12	-10	25	-0.7	-10
O=C(CCc1nc2ccccc2s1)c1ccccc1	3	-6	-66	-10	8	-38	-32	4.7	-3
O=C(CNS(=O)(=O)c1ccc2ccccc2c1)OCC(=O)c1ccc(Br)s1	3	10	-14	-17	-8	-16	-33	-0.2	-4

Six entries picked at random from those above:
SMILES	UPR XBP1 act	CXCR6 inh	697 NFkB inh	Gli-Sufu antag	CCR6 antag	Jurkat NFkB inh	Mdm2 MdmX PPI	UPR CHOP act	EBI2 antag
COc1ccc(NC(=S)NNC(=O)c2cccnc2)cc1OC	-3	6	-8	3	-5	15	1	-0.1	-8
O=C(CNS(=O)(=O)c1ccc2ccccc2c1)OCC(=O)c1ccc(Br)s1	3	10	-14	-17	-8	-16	-33	-0.2	-4
CCc1ccc(NS(=O)(=O)c2ccc(OC)c(C)c2)cc1	0	3	15	0	1	4	6	-1.3	1
C=CCn1c(C)c(C(C)=O)c(N2CCOCC2)nc1=S	-5	2	9	0	16	-8	23	-2.7	-6
Cc1nnc(SCCN2C(=O)c3ccccc3C2=O)[nH]c1=O	0	3	7	-2	-6	8	6	0.7	2
CCCN1C(=O)N(c2cccc(C)c2)C(C)(O)CC1(C)C (stereo unspecified)	1	-1	16	2	19	-5	26	-2.8	11

Screens as filed in PubChem BioAssay.
